Screens as filed in PubChem.
PAFAH1B3 inh – PAFAH1B3 (human) inhibition | inhibition, % at 3.39 µM | 0.28% of 340,000 active | Q15102 | AID 492972 | recombinant PAFAH1B3, FP-rhodamine probe, fluorescence polarization;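 active = inhibition above the screen-wide average of all tested compounds plus 3 SD, cut at about 25% in these data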;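 note: 0% = enzyme with DMSO only and 100% = wells lacking PAFAH1B3 protein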
LYPLA2 counter – counter-screen for PME1 inhibitors: inhibitors of human LYPLA2 | O95372 | recombinant LYPLA2, FP-Rh probe fluorescence polarization | inhibition, % at 5.9 µM | 0.38% of 320,000 active;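 active = inhibition above the screen-wide mean plus 3 SD, limit set per campaign, cut at about 26% in these data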;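 note: 0% = LYPLA2 with DMSO and 100% = wells lacking LYPLA2 enzyme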
PAFAH2 FP inh – PAFAH2 (human) inhibition; Q99487; recombinant PAFAH2, FP-rhodamine activity probe, fluorescence polarization; inhibition, % at 3.39 µM; 0.99% of 340,000 active;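 active = inhibition above the mean over all tested compounds plus 3 SD, cut at about 30% in these data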;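 note: inhibitors block probe labeling of enzyme so polarization drops; 0% = enzyme with DMSO and 100% = wells lacking PAFAH2 protein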
PAD4 inh – PAD4 (human) enzyme inhibition. inhibition, % at 6.36 µM. 0.41% of 330,000 active. AID 485272. recombinant PAD4, RCA probe fluorescence polarization. Q9UM07;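 active = percent inhibition above a cutoff equal to the mean of all tested compounds plus 3 SD, cut at about 15% in these data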;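 note: 0% = PAD4 with RCA probe and DMSO and 100% = probe without PAD4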
PME-1 inh – blocks human protein phosphatase methylesterase 1. Q9Y570. recombinant PME-1, FP-Rh probe fluorescence polarization. inhibition, % at 5.9 µM. 0.53% of 320,000 active. AID 2130;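 active = inhibition above the campaign mean of all compounds plus 3 SD, cut at about 26% in these data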;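 note: competitive labeling of PME-1 active site by serine hydrolase directed probe; 0% = PME-1 with DMSO and 100% = wells lacking PME-1 enzyme; inhibitors block probe labeling so polarization falls and inhibition rises; many of its hits are not listed in these tables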
Target sequence (Q9Y570 whole entry, looked up): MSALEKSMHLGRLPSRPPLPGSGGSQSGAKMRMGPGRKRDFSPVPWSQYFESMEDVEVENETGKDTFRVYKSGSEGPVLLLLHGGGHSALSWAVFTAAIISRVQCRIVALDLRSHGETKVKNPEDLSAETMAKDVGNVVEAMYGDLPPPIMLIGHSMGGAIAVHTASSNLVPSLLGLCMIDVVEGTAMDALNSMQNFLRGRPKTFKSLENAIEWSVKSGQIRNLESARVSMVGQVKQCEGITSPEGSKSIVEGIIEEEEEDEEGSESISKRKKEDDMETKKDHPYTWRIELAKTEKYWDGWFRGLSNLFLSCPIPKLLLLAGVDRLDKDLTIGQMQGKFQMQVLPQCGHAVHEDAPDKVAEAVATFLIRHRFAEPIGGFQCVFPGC
LYPLA1 inh – blocks human lysophospholipase 1, a PME1 counter-screen. AID 2174. inhibition, % at 5.9 µM. O75608. recombinant LYPLA1, FP-Rh probe fluorescence polarization. 0.16% of 320,000 active;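 active = inhibition above the mean of all tested compounds plus 3 SD, set per campaign, cut at about 14% in these data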;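 note: inhibitors block serine hydrolase probe labeling of LYPLA1 so polarization falls; 0% = enzyme with DMSO and 100% = wells lacking LYPLA1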
Target sequence (O75608 whole entry, looked up): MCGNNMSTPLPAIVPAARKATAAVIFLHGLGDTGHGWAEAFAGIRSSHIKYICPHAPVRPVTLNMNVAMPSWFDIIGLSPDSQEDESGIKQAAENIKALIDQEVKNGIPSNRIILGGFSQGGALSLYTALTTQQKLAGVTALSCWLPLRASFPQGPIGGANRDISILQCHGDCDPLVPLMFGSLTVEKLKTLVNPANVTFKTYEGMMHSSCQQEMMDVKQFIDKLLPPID
pPAFAH FP inh – inhibitors of human plasma PAF acetylhydrolase (pPAFAH) | Q13093 | 1.5% of 330,000 active | inhibition, % at 3.39 µM | recombinant pPAFAH, FP-rhodamine probe fluorescence polarization;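 active = inhibition above the mean inhibition across the screen plus 3 SD, cut at about 25% in these data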;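 note: inhibitors block binding of the rhodamine activity-based probe so polarization drops; 0% = enzyme with DMSO and 100% = wells lacking pPAFAH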
PAFAH1B2 inh – inhibitors of human PAFAH1B2. P68402. recombinant PAFAH1B2, FP-rhodamine activity probe, fluorescence polarization. inhibition, % at 3.39 µM. 1.2% of 340,000 active;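 active = inhibition above the mean of all tested compounds plus 3 SD, cut at about 24% in these data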;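 note: 0% = enzyme with DMSO and 100% = wells lacking PAFAH1B2; many of its hits are not listed in these tables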
GSTO1 inh – counter-screen for RBBP9 inhibitors: inhibitors of human GSTO1; P78417; recombinant GSTO1, activity-based probe fluorescence polarization; inhibition, % at 5.96 µM; 1.1% of 300,000 active;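 active = inhibition above the campaign mean inhibition plus 3 SD, cut at about 35% in these data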;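 note: 0% = GSTO1-1 with DMSO and 100% = wells lacking GSTO1-1 enzyme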
Target sequence (P78417 whole entry, looked up): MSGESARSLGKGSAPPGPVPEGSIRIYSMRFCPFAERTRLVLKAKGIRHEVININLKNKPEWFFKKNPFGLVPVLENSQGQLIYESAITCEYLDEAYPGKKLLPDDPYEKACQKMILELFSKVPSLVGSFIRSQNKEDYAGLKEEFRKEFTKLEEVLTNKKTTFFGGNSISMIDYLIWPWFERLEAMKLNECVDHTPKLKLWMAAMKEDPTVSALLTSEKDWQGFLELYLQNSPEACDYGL
Numbers without * were called inactive; . = no result given.

SMILES	PAFAH1B3 inh	LYPLA2 counter	PAFAH2 FP inh	PAD4 inh	PME-1 inh	LYPLA1 inh	pPAFAH FP inh	PAFAH1B2 inh	GSTO1 inh
Nc1cc(S(=O)(=O)O)cc([N+](=O)[O-])c1O	19	7	9	-10	-8	3	4	3	0
Cc1cc(C(=O)NCCC(C)C)c2ccccc2n1	1	8	0	3	0	3	8	1	-4
CCOC(=O)c1nnn(-c2nonc2N)c1C	-5	-4	7	-4	-3	-3	-9	6	3
CC(C)OC(=O)CSc1nc2c(cc1C#N)CCCCC2	0	2	2	-1	-4	3	-2	8	8
O=C(N/N=C/c1c[nH]c2ccccc12)c1ccn(Cc2ccc(Cl)cc2Cl)n1	7	1	-2	-7	17	-10	15	2	5
COC(=O)c1ccccc1NC(=O)CN1C(=O)c2ccccc2C1=O	.	-1	.	3	5	-3	0	.	-3
O=C(/C=C/c1ccc(Cl)cc1Cl)N1CCN(c2ccccc2[N+](=O)[O-])CC1	4	9	3	5	0	2	7	5	-4
O=C(c1ccc(F)cc1)N1CCCC(C(=O)N2CCc3ccccc3C2)C1 (stereo not given)	7	-3	-1	-2	2	-5	-10	5	2
COc1ccc2c(c1OC)C(=O)OC2CC(=O)O (stereo not given)	7	-3	-4	-8	-3	1	0	-3	-5
Cc1csc(SCC(=O)Nc2ccc3[nH]c(=O)[nH]c3c2)n1	9	.	10	3	.	.	7	5	.
CCN(CC)C(=O)[C@H]1C[C@H](CC(=O)NCCN2CCOCC2)C(=O)N2CCc3c([nH]c4cc(-c5ccco5)ccc34)[C@]12C	9	.	0	1	.	.	4	3	.
Cc1ccc(/C=N/NC(=O)c2nnn(-c3nonc3N)c2CN(C)c2ccccc2)s1	10	-7	-2	0	10	-8	10	-1	-2
COC(=O)C(C)Sc1nnc(Cc2cc(=O)[nH]c(=O)[nH]2)n1-c1cccc(OC)c1 (stereo not given)	3	-4	4	-2	2	2	7	5	-2
CC(=O)n1cc(N(C(=O)CCl)c2ccccc2)c2ccccc21	12	8	1	13	1	1	8	5	77*
COc1ccc(CNC(=S)NCc2ccc(F)cc2)cc1	-4	-1	8	-4	3	-1	-1	4	10
CC(C)CC(NC(N)=O)C(=O)NCc1ccc(Cl)cc1 (stereo not given)	11	1	-1	-4	-3	1	2	6	-2
CC(C)CNC(=O)NC1(C(F)(F)F)Oc2ccccc2O1	2	3	-2	-2	1	3	3	4	51*
CCOC(=O)Cc1[nH]nc2c1C(c1ccoc1)C(C#N)=C(N)O2 (stereo not given)	-3	9	-5	-9	-2	2	9	5	13
COCCCN(C(=O)C(C)Oc1ccc(Br)cc1)c1c(N)n(Cc2ccccc2)c(=O)[nH]c1=O (stereo not given)	1	1	0	1	-3	0	-1	2	10
Cc1ccc(CN2CCC(n3nccc3NC(=O)c3ccc4c(c3)OCO4)CC2)o1	15	7	3	4	-1	3	3	-1	-2
CN(C)c1ccc(/C=N\S(=O)(=O)c2ccccc2)cc1	5	-7	6	-3	4	-1	8	-1	0
CC(C)(C)c1cc(NC(=O)c2cccs2)no1	1	2	-2	0	4	2	4	6	0
Cc1nnc2sc(-c3ccc(-c4ccc(Cl)c(C(F)(F)F)c4)o3)nn12	0	-2	8	-1	-8	-5	6	-3	2
CCc1ccc(S(=O)(=O)Nc2cccc(-c3ccc4nncn4n3)c2)s1	-4	-8	-5	-7	7	-5	-1	4	3
COCCNc1nc(-c2cc(-c3ccc(Cl)cc3)on2)cc(C(C)C)n1	9	-2	-9	-5	-11	-2	-14	3	-1

(list continues)
SMILES	PAFAH1B3 inh	LYPLA2 counter	PAFAH2 FP inh	PAD4 inh	PME-1 inh	LYPLA1 inh	pPAFAH FP inh	PAFAH1B2 inh	GSTO1 inh
O/N=C/Cc1[nH]c2ccccc2c1-c1ccccc1	-1	-1	5	-5	5	-9	-3	16	-6
C=C(C)C(=O)Nc1cccc(C2=NOC3(C2)C[C@@H](C(N)=O)N(C(=O)C2(C)CC2)C3)c1 (stereo not given in full)	-5	-4	4	-4	-5	-3	-2	2	-1
CCOc1c(Cl)cc(CNCC(C)C)cc1OC	2	5	-2	0	2	5	3	-1	-4
c1ccc2nc3c(nc2c1)CCc1nonc1-3	4	-3	0	-2	-4	1	4	4	0
O=C1CCCN1S(=O)(=O)c1ccc(F)cc1	5	10	-2	0	-6	2	-1	1	5
CSc1nsc(SCC(=O)Nc2ccccc2C(=O)O)n1	-2	1	9	2	-2	0	3	2	10
COc1cc(S(=O)(=O)N(Cc2cccs2)CC2CCCO2)ccc1-n1cnnn1 (stereo not given)	-3	6	-6	-5	1	6	5	-1	-5
Cc1ccc(C)c(NC(=O)CCC(=O)NNC(=S)Nc2ccccc2)c1	-1	4	5	1	-1	0	1	4	-4
OCCN(Cc1ccccc1)Cc1ccccc1O	-1	-6	-4	-1	-1	-4	0	1	4
CC(C(=O)Nc1cccc([N+](=O)[O-])c1)N1C(=O)NC2(CCCC2)C1=O (stereo not given)	-4	4	11	0	-7	2	-3	-2	4
Cc1ccc(C2=NN(C(=O)CCl)C(c3cccs3)C2)o1 (stereo not given)	1	10	0	7	4	4	-1	7	99*
CCSC1=C(C#N)C(c2ccc(C)s2)CC(=O)N1 (stereo not given)	9	2	3	0	-2	2	-1	4	14
Nc1nonc1-n1nnc(C(=O)N/N=C/c2cc(Br)cs2)c1-c1ccccc1	4	1	-8	0	0	1	-4	2	1
CCCCCCCCCCCCS(=O)(=O)CCC(=O)O	0	9	-1	-1	1	2	23	12	2
COc1ccc(C(O)Cn2cc([N+](=O)[O-])nc2C)cc1 (stereo not given)	-6	4	-3	0	-3	1	0	7	3
CCN1CNC(=S)N(c2cccc(C)c2)C1	4	1	-1	2	-2	2	4	4	-4
CC(C)=CCC/C(C)=C/CNC(=O)C[C@H]1C[C@H](C(=O)N2CCOCC2)[C@@]2(CCC3CCCC3)c3[nH]c4cc(CCC(=O)N(C)C)ccc4c3CCN2C1=O	7	.	2	2	.	.	39*	6	.
COC(=O)C1C(=O)C2=C(CC1C)NC(=O)CC2c1cccc(C)c1 (stereo not given)	9	5	11	2	5	4	2	1	-3
CCCS(=O)(=O)N1CCCC(C(=O)N2CCCCC2)C1 (stereo not given)	11	8	3	4	-1	-1	8	5	2
CN(C)CC/C=C1/c2ccc(F)cc2Sc2ccc(Cl)cc21	.	6	.	4	6	0	6	.	-2
O=C(Cc1ccccc1)Nc1ccccc1N1CCOCC1	-6	0	-8	-3	-1	-2	1	3	-8
COc1ccc(C(=O)NC(=S)NNC(=O)c2ccc(C)cc2)cc1	6	-5	5	1	-2	0	3	-1	11
CC(C)(CO)N=Cc1c(O)[nH]c2ccccc12	-6	7	10	1	-1	2	0	3	-2
O=S(=O)(Nc1ccc(O)c2ccccc12)c1ccc(OC(F)(F)F)cc1	.	14	.	20*	21	2	24	.	67*
O=S(=O)(Nc1cccnc1)c1ccc(C2CCCCC2)cc1	0	3	15	4	5	3	9	5	7

New compounds follow:
SMILES	PAFAH1B3 inh	LYPLA2 counter	PAFAH2 FP inh	PAD4 inh	PME-1 inh	LYPLA1 inh	pPAFAH FP inh	PAFAH1B2 inh	GSTO1 inh
C[C@H](CO)N1C[C@H](C)[C@@H](CN(C)S(C)(=O)=O)Oc2ccc(NS(=O)(=O)c3cn(C)cn3)cc2C1=O	13	.	4	-2	.	.	5	4	.
COc1ccccc1CCC(=O)Nc1ncc(C)s1	1	-6	9	-4	1	-3	0	-1	0
CCOC(=O)C1CCCCN1Cc1ccc(F)cc1 (stereo not given)	3	5	2	-2	6	1	5	2	-4
CC(=O)c1cc(-c2ccccc2)n(CC(=O)Nc2ccc(C)c(C)c2)c1C	-2	-1	0	0	-1	-4	2	-3	3
COc1ccc(-n2ccnc(SCC(=O)NC3CCCCC3)c2=O)cc1	1	7	-10	5	-2	3	9	2	-3
CCc1ccc(N(C(=O)c2csnn2)C(C(=O)NC(C)(C)CC)c2cccnc2)cc1 (stereo not given)	0	6	1	-2	10	7	0	0	6
COc1cc(NC2c3ccccc3C(=O)N2Cc2ccccc2Cl)cc(OC)c1 (stereo not given)	2	1	2	58*	-3	1	3	0	2
CCOC(=O)c1c(-c2ccc(OC)cc2)csc1NC(=O)CCN1C(=O)c2ccccc2C1=O	4	-6	-4	1	-5	-2	10	-2	5
CCN(CC)c1ccc(CNC23CN4CN(CN(C4)C2)C3)cc1	7	-3	-5	-1	-2	0	-1	-1	11
Cc1ccc(-c2ccnc3[nH]n(-c4ccccc4)c(=O)c23)cc1	6	1	6	3	-3	3	3	-2	-1
COc1ccc(C(=O)Nc2nnc(CCc3ccccc3)s2)c(OC)c1	3	-3	-1	3	-4	-5	8	3	-7
Cn1c2c(c(=O)n(C)c1=O)[C@@]1(C(=O)Nc3ccccc31)C(C#N)=C(N)O2	7	-1	1	1	5	1	1	0	4
COc1ccc(-c2noc(CCC(=O)NCc3cccnc3)n2)cc1	1	3	4	-3	-4	0	7	-7	-4
Fc1ccc(-c2nc3cnccn3c2NC2CCCC2)cc1	15	6	-4	-1	-3	4	6	16	3
COc1ccc(C)cc1NC(=O)c1ccc(S(=O)(=O)N2CCCCC2)cc1	5	0	3	-1	-2	-1	4	4	-2
CCN(Cc1ccncc1)Cc1cn(C)nc1-c1ccc(Oc2ccccc2)cc1	5	5	0	2	-6	0	5	4	-7
c1ccc(CCc2nc(-c3ccccc3)no2)cc1	0	1	-4	1	-1	-2	0	-2	5
COc1cccc(C(=O)Nc2cc(NC(=O)c3cccs3)ccc2C)c1	4	-2	2	-1	1	-6	4	0	3
COc1ccc(NC(C)=O)cc1S(=O)(=O)NC(C)c1ccc(-n2ccnc2)cc1 (stereo not given)	1	6	7	5	-3	3	-3	5	.
O=C(CN1CCN(S(=O)(=O)/C=C/c2ccccc2)CC1)NC(=O)NCc1ccco1	8	7	5	-3	4	1	18	8	9
Cc1ccccc1CN1CCN(CC(=O)NCc2ccc3c(c2)OCO3)C1=O	-8	-8	-9	2	1	0	0	-4	4
CC(C)(C)NC(=O)NC(=O)COC(=O)Cc1c(Cl)cccc1Cl	2	5	2	-3	-9	1	-1	0	4
Cc1cc(C)cc(N(CC(=O)NC2CCC(C)CC2)S(=O)(=O)c2c(C)noc2C)c1 (stereo not given)	4	1	-4	1	3	0	2	3	2
CN(C(=S)Nc1ccc(Oc2ccccc2)cc1)C1CCCCC1	0	1	-2	-4	-7	-53	-5	7	8
COC(=O)c1ccc(CSCc2ccc(C#N)cc2)cc1	.	13	.	-1	1	-1	5	.	5

Other records.
SMILES	PAFAH1B3 inh	LYPLA2 counter	PAFAH2 FP inh	PAD4 inh	PME-1 inh	LYPLA1 inh	pPAFAH FP inh	PAFAH1B2 inh	GSTO1 inh
CCOC(=O)C1CCN(S(=O)(=O)c2ccc3c(c2)CC(C)N3C(=O)C2CC2)CC1 (stereo not given)	8	2	5	6	6	10	1	-2	6
NC(=O)c1ccccc1NC(=O)CC1(CC(=O)O)CCCC1	11	3	10	-1	-2	1	0	6	2
Cc1ccc(O)c(CNc2nccs2)c1	4	-1	-2	0	-4	-4	7	0	1
O=C(CSc1nnnn1-c1ccccc1)c1cc2ccccc2oc1=O	9	-6	11	-2	4	-4	5	0	4
O=C1c2ccccc2C(=O)C1c1ccncc1	5	2	14	0	-4	0	3	0	-6
CSCc1cc(N(C)c2ccccc2)nc(-c2ccccc2)n1	6	-6	0	-4	1	-2	12	2	-9

Not all compounds are listed, so the mix of outcomes need not match the whole.
